# aGlu spleen mod – lysosomal alpha-glucosidase (human) modulation. human spleen homogenate, 4-MU-alpha-glucoside fluorescence. Potency, µM (titrated, usually from 79.9 µM), for inactives: at the highest dose activity change, negative = inhibition, hits mostly inhibitors. AID 2112. P10253. 240,000 tested, 0.006% active;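 also: 0% = enzyme with vehicle and -100% = no enzyme basal signal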
#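 AC50 values come from Hill-equation fits of concentration-response data, normalized to no-enzyme and full-activity controls. Enzyme source: 1 ug human spleen homogenate; 1 mM fluorogenic 4-MU glucoside, pH 5.0 citrate buffer, 37 C, 40 min.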
# GAA glycogen mod – alters human alpha-glucosidase cleavage of glycogen. P10253. recombinant GAA, glycogen substrate, Amplex Red glucose oxidase fluorescence. Potency, µM (top dose mostly 76.4 µM), inactives show top-dose activity change, negative = inhibition, actives largely listed as inhibitors. 300,000 tested, 0.38% active;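 also: 0% = full enzyme reaction and -100% = no-enzyme basal signal; the screen sought inhibitors and activators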
#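 qHTS, 1536-well; enzyme 4 nM final; cpd up to 77 uM; substrate bovine liver glycogen 30 ug; 50 mM citrate/phosphate pH 5.0, 0.01% Tween-20; 37 C, 40 min; Amplex Red detection 45 min RT; Hill fit → AC50.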
# HTT ATP protect – protects HTT-Q103 PC12 cells, measured by ATP | AID 1471 | 230,000 tested, 0.14% active | PC12 HTT-Q103 induced, cytoprotection, ATP luminescence, 40 h | Potency, µM (highest dose often 56.4 µM), for inactives: cytoprotection (ATP increase), most hits filed as activators;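 also: % of control where 0% means no effect; nearly all actives have a fitted effect of over 45% in size; toxic huntingtin expression switched on by the ecdysone agonist tebufenozide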
#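 Huntington model: PC12 line, ecdysone-inducible HTTQ103 exon1–GFP, tebufenozide 100 nM. Test articles in a dose series. Endpoint luminescence from cellular ATP.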
# IMPase Li cell – membrane-permeable IMPase blocker, potentiated with lithium; 210,000 tested, 0.35% active; AID 1457; CHO-M1 cells, IP1 TR-FRET (IP-One), carbachol + lithium; Potency, µM (top dose mostly 59.4 µM), for inactives: at the highest dose activity, negative = IMPase inhibition, most hits filed as inhibitors;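 also: IP1 builds up when IMPase is blocked and the TR-FRET signal falls; plate controls were basal vehicle for no effect and high inhibitor control for full effect; nearly all actives have a fitted effect of over 50% in size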
#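 Lithium-sensitised IP1 accumulation assay; M1-expressing CHO cells treated 30 min at 37C with compound. Competitive antibody detection by time-resolved FRET followed a 10 min room-temperature lysis step.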
# GAA inh – blocks human lysosomal alpha-glucosidase | P10253 | purified human GAA, 4-MU-alpha-glucoside fluorescence | Potency, µM (doses to about 76.9 µM), without a hit: at the highest dose activity change, negative = inhibition, hits mostly inhibitors | 200,000 tested, 0.005% active;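 also: plate controls were uninhibited enzyme wells for no effect and no-enzyme background for full effect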
#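 Compounds are titrated up to 77 uM against 4 nM human enzyme. Substrate 4-methylumbelliferyl-alpha-D-pyranoside (400 uM) reacts 20 min at room temperature in pH 5.0 buffer; liberated 4-methylumbelliferone is read at 440 nm.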
# HTT aggregate – inhibitors of mutant huntingtin aggregate formation in PC12 cells; PC12 HttQ103-GFP aggregates, Acumen cytometry, 40 h; Potency, µM (titrated, usually from 46.1 µM), for the others: top-dose activity change, negative = inhibition, hits mostly inhibitors; 220,000 tested, 1.1% active; also: % is scaled to controls: 0 for no effect and ±100 for the full control effect; nearly all actives have a fitted effect of over 60% in size
#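 Aggregate formation scored by laser-scanning cytometer (488 excitation, 500–530 emission) in lysed PC12 cells expressing Q103-GFP after 100 nM tebufenozide induction; library tested in dose series, with ATPLite reagent added in the multiplex.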
# RGS12 GoLoco inh – blocks human Gai1 binding to RGS12 GoLoco peptide, red readout. 230,000 tested, 0.44% active. Potency, µM (doses to about 61.6 µM), without a hit: at the top dose activity, negative = inhibition, actives largely listed as inhibitors. AID 880. P63096. Gai1:RGS12 GoLoco peptide FP, rhodamine, 10 min; active = well fitted inhibition curve with a large enough effect, not every such curve was filed as active; inactive = no such curve, though single readings can be large or run the other way; also: % is scaled to controls: 0 for no effect and ±100 for the full control effect; nearly all actives have a fitted effect of over 30% in size; many of its hits are not listed in these tables
# Target sequence (P63096 whole entry, looked up): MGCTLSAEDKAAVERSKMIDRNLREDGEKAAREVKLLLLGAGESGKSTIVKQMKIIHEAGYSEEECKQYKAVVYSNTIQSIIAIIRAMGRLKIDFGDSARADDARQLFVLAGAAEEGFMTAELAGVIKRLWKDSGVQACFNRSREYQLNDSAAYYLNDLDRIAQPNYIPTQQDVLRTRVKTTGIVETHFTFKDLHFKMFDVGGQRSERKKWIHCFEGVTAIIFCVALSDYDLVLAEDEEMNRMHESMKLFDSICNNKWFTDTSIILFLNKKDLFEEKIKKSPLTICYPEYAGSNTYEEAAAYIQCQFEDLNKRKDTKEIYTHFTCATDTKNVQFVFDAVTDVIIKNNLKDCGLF
# Starred values were filed as active, the others as inactive; ? = inconclusive; . = no result given; [ ] = dose if it differs, or a comment. Unless noted, calls follow the shape of the dose curve; as a rule, active = well fitted curve in the direction sought with a large enough effect; inconclusive = small, poorly fitted or top-dose-only effect, or another doubt; inactive = no such curve, though single readings can be large; an effect the other way counts as inactive or inconclusive. Potency is read from the fitted curve at half-maximal effect.
# Each structure is followed by: HTT aggregate	GAA glycogen mod	IMPase Li cell	RGS12 GoLoco inh	aGlu spleen mod	GAA inh	HTT ATP protect
COc1ccc(S(=O)(=O)N(C)CC(=O)Nc2ccc(C(F)(F)F)cc2)cc1Cl
 : -28%	8%	18%[38.3 µM]	-8%	-14%	-8%	-12%
CN(CCOc1ccccc1)CC(=O)Nc1ccc(Cl)c(S(=O)(=O)N(C)C)c1
 : -8%	5%	16%	8%	-6%	3%	-19%
CNC(=O)c1nc(C)n(-c2ccc([N+](=O)[O-])cc2)n1
 : 8%	4%	0%	-2%	-3%	0%	-38%[inhibitor]
COc1ccc(Oc2nccc(OC)c2C#N)cc1
 : -8%	6%	-1%	1%	-12%	-2%	11%[10 µM]
Cc1cc(C(=O)CSc2nc3ccccc3[nH]2)c(C)n1C
 : -3%	4%	23%[38.3 µM]	-12%	-5%	0%	21%[10 µM]
Cc1nn(-c2nc(-c3ccco3)cc(C(F)(F)F)n2)c(C)c1Cl
 : 14%	3%	17%[38.3 µM]	5%	1%	-2%	-3%
O=C(NCc1ccccc1Cl)c1ccc2c(c1)SC1=NS(=O)(=O)CCN12
 : -14%	-7%	-1%	16%	-2%	9%	-28%
Cn1c(=O)c2c(nc3n2CCS3)n(C)c1=O
 : -1%[9.22 µM]	4%	4%	1%	3%	10%	1%[10 µM]
FC(F)(F)c1ccccc1-c1nc(N2CCNCC2)c2ccccc2n1
 : .	.	-1%	-2%	1%	.	9%
CCC(C)(C)NC(=O)CN(Cc1cccs1)C(=O)CNS(=O)(=O)c1ccc(C)cc1
 : 14%	0%	18%[38.3 µM]	2%	-3%	-6%	-11%
O=C(O)/C=C/C=C/c1ccccc1
 : .	.	10%	-4%	2%	.	.
O=C(CC12CC3CC(CC(C3)C1)C2)NCC(=O)OCc1cc(=O)oc2ccc3ccccc3c12
 : -26%	-13%	1%	5%	-3%	?	.
Cc1ccc2[nH]c3c(c2c1)CC/C(=C/c1ccccc1)C3=O
 : 9%	5%	24%[38.3 µM]	3%	-1%	-4%	-27%
COc1ccc(CCN(C)CCN2C(=O)c3ccccc3C2=O)cc1OC
 : 14%	-5%	-2%[38.3 µM]	9%	-1%	2%	3%[10 µM]
CCOc1cc(/C=N/NC(=O)c2c(-c3ccccc3)noc2C)ccc1O
 : 19%	?	4%	-3%	2%	-15%	5%
COc1ccc(S(=O)(=O)n2nc(C)cc2C)c(C)c1C
 : -9%	-4%	42%[activator][38.3 µM]	-5%	-14%	-3%	9%
CCC1Oc2ccccc2N(CC(=O)NCc2cccs2)C1=O (configuration not stated)
 : -15%	3%	-6%	2%	-1%	-6%	5%
O=C(CSc1nc(-c2ccccc2)cs1)Nc1ccccc1[N+](=O)[O-]
 : 11%	-14%	24%	-1%	1%	-10%	5%[10 µM]
CCc1cccc(CC)c1C(O)c1cccnc1 (configuration not stated)
 : -8%	-7%	-2%	10%	0%	-8%	.
Cc1nn2c(NCCCN(C)C)c3c(nc2c1-c1ccccc1)CCCC3
 : -12%[9.22 µM]	3%	.	-16%	1%	.	20%[10 µM]
COc1ccc(-c2nc3ccccc3[nH]2)cc1
 : -9%	-3%	9%[38.3 µM]	3%	-7%	-2%	-108%[inhibitor]
COC(=O)c1ccc(NC(=O)CO/N=C2\CCCc3nonc32)cc1
 : -19%	7%	?	7%	.	-4%	-24%
CCN(CC)S(=O)(=O)c1ccc(N2CCOCC2)c(NC(=O)c2cc(-c3ccccn3)nc3ccccc23)c1
 : 6%	16%	-3%	117%[activator]	-5%	?	.
N#Cc1c(NC(=S)NC(=O)c2ccccc2)sc2c1CCC2
 : 11%	-15%	-3%	8%	-2%	?	-19%[10 µM]
CC(C)N1CCc2c(sc(NC(=O)c3nc4ccccc4s3)c2C(N)=O)C1
 : -9%	-6%	16%	12%	5%	-11%	.
COCc1cc(C)nc(N2CCCCC2)c1C#N
 : -15%	-14%	0%	10%	-7%	5%	18%[10 µM]
C=CCOc1cc(OC)c(OC)c(OC)c1
 : -6%[9.22 µM]	-16%	-6%	2%	-6%	.	11%[10 µM]
O=C(CCl)N(Cc1cccc([N+](=O)[O-])c1)c1cccc(Cl)c1
 : ?	2%	10%	8%	1%	1%	-8%
CSc1nc2ccc(NC(=O)C3CCCO3)cc2s1 (configuration not stated)
 : -15%	6%	-6%[38.3 µM]	3%	2%	-1%	-37%
Cc1ccc(C(=O)NCC(=O)Nc2cccc(C(F)(F)F)c2)cc1
 : 1%	-4%	5%	12%	-1%	-4%	26%[10 µM]

# Two of the compounds above, with tabs.
compound	HTT aggregate	GAA glycogen mod	IMPase Li cell	RGS12 GoLoco inh	aGlu spleen mod	GAA inh	HTT ATP protect
COCc1cc(C)nc(N2CCCCC2)c1C#N	-15%	-14%	0%	10%	-7%	5%	18%[10 µM]
Cc1ccc(C(=O)NCC(=O)Nc2cccc(C(F)(F)F)c2)cc1	1%	-4%	5%	12%	-1%	-4%	26%[10 µM]

# Continuation:
# Each structure is followed by: HTT aggregate	GAA glycogen mod	IMPase Li cell	RGS12 GoLoco inh	aGlu spleen mod	GAA inh	HTT ATP protect
O=C(NCc1ccc2c(c1)OCO2)c1c(O)c2cccc3c2n(c1=O)CCC3
 : -15%	-14%	7%[38.3 µM]	6%	3%	0%	-5%
COC(=O)c1[nH]c2ccc(F)cc2c1NC(=O)CCN1CC(C)OC(C)C1 (configuration not stated)
 : 6%	-3%	-2%[38.3 µM]	-4%	4%	6%	10%
Cc1occc1-c1nnc(SCC(=O)c2c(N)n(Cc3ccccc3)c(=O)n(C)c2=O)n1C
 : -7%	9%	-10%[38.3 µM]	-11%	-8%	7%	-23%
Cc1cc(C)c2[nH]c(=S)cc(C)c2c1
 : 17%	-21%	-15%[38.3 µM]	-1%	-3%	1%	16%
Cc1cc(C)n2ncc(C(=O)O)c2n1
 : -6%[9.22 µM]	-3%	4%	11%	4%	6%	-9%[10 µM]
O=C(Nc1ccccc1N1CCOCC1)c1ccc2c(c1)C(=O)N(Cc1ccncc1)C2=O
 : -3%	0%	-7%[38.3 µM]	-24%	8%	-2%	24%
Fc1ccc(Nc2ccc(-c3ccc(F)cc3)nn2)cc1
 : -8%[9.22 µM]	6%	-11%	-3%	9%	10%	-26%[10 µM]
Cc1cc(C(=O)NCc2ccc(C(=O)O)o2)c(C)o1
 : 8%	-2%	0%[38.3 µM]	8%	6%	-10%	6%
O=C(COc1ccc(Cl)cc1)NCc1nnc(SCC(=O)Nc2ccc3c(c2)OCCO3)o1
 : 19%	-7%	-1%	7%	-7%	2%	-13%[10 µM]
CCOc1ccc(-n2c(SCC(=O)Nc3ccc(OC)cc3OC)nc3c(c2=O)SCC3)cc1
 : 11%	1%	8%[38.3 µM]	3%	-8%	-5%	20%
CC(C)CCN1CC(O)=C(c2nc(-c3ccc(Cl)cc3)cs2)C1=N
 : 4%	3%	?	4%	-6%	-4%	-27%
O=C1OCc2ccc(NC(=O)C3CC3)cc21
 : -6%[9.22 µM]	24%	1%	-5%	-6%	2%	-8%[10 µM]
CCc1cc2cc3c(cc2nc1SCC(=O)OC(C)C)OCO3
 : .	-1%	9%	11%	-2%	-4%	.
CC1=NN(C(N)=S)C(C)(C)C1
 : 9%[9.22 µM]	-3%	.	-5%	1%	-6%[15.4 µM]	17%[10 µM]
O=C(CCn1c(=O)c2ccccc2n(CC(=O)NCCC2=CCCCC2)c1=O)NCc1ccco1
 : 6%	2%	4%[38.3 µM]	2%	-5%	-6%	-2%[10 µM]
O=C(O)c1cc(NC(=S)NC(=O)C(c2ccccc2)c2ccccc2)ccc1Cl
 : -7%[9.22 µM]	-13%	6%	9%	-20%	0%	-9%[10 µM]
Cn1c(SCC(=O)N(C2CCCCC2)C2CCCCC2)nnc1-c1cccs1
 : 15%	-9%	27%[38.3 µM]	16%	-4%	-2%	-18%
COCCCNC(=O)C(F)(F)C(F)(F)C(=O)NCCCOC
 : 3%	2%	-8%[38.3 µM]	3%	2%	0%	-1%
COc1ccc2c(c1)Cc1sc(NC(=O)c3ccco3)nc1-2
 : -3%	11%	-6%[38.3 µM]	-9%	-9%	-1%	-21%
O=C(Cn1cnnn1)OCC(=O)c1ccc(Cl)s1
 : 9%	1%	?	18%	-5%	-1%	-13%
O=C(/C=C/c1ccc2c(c1)OCO2)c1ccco1
 : 10%	5%	1%	8%	-6%	2%	11%[10 µM]
CC(=O)c1cccc(NC(=O)[C@@H](NC(N)=O)C(C)C)c1
 : 8%	3%	0%	4%	5%	1%	-19%
OC(CNCc1ccco1)Cn1c2ccc(Br)cc2c2cc(Br)ccc21 (configuration not stated)
 : ?	2%	23%[38.3 µM]	5%	0%	-6%	-94%[inhibitor]
O=C(Cn1cnc2c(nnn2Cc2ccc(F)cc2)c1=O)NCc1ccc2c(c1)OCO2
 : -4%	-3%	2%	-4%	-13%	0%	8%[10 µM]
COc1ccc2c(c1)CC[C@@H]1[C@@H]2CC[C@]2(C)[C@@H](NCCCCCCN3C(=O)C=CC3=O)CC[C@@H]12
 : .	.	-7%	7%	5%	.	.
CC(c1ccc(Br)cc1)N1CC23C=CC(O2)C(C(=O)O)C3C1=O (configuration not stated)
 : 2%	2%	3%[38.3 µM]	-6%	2%	?	-6%
C=CCn1c(CCC(O)COCCC)n[nH]c1=S (configuration not stated)
 : 7%[9.22 µM]	12%	6%	16%	2%	11%	19%[10 µM]
CCOC(=O)c1c(NS(C)(=O)=O)sc2c1CCC(C)C2 (configuration not stated)
 : 0%	-29%	1%[38.3 µM]	-10%	9%	0%	8%
CCN(Cc1ccccc1)S(=O)(=O)c1cc(C(=O)O)ccc1OC
 : -9%	8%	3%	9%	-6%	4%	23%
COc1ccc(C(=O)COC(=O)CCN2C(=O)C3C4CC(C(Br)C4Br)C3C2=O)cc1 (configuration not stated)
 : -2%	4%	-1%[38.3 µM]	1%	-5%	-4%	18%
COc1ccc(-n2c(=O)cnc3cnc(Oc4ccccc4)nc32)cc1
 : .	.	1%	3%	1%	.	-21%
N=c1c(C(=O)NCC2CCCO2)cc2c(=O)n3ccccc3nc2n1Cc1cccnc1 (configuration not stated)
 : 2%	4%	0%[38.3 µM]	-3%	3%	?	-37%
CC(C)(CO)NS(=O)(=O)c1ccc2c(c1)C(=O)c1cc(S(=O)(=O)NC(C)(C)CO)ccc1-2
 : -31%[9.22 µM]	0%	.	-1%	7%	.	-4%[10 µM]

# Single values from the results shown.
# Value for Cc1cc(C)n2ncc(C(=O)O)c2n1 under aGlu spleen mod: 4%
# Value for O=C(CCn1c(=O)c2ccccc2n(CC(=O)NCCC2=CCCCC2)c1=O)NCc1ccco1 under GAA glycogen mod: 2%
# Value for Cc1cc(C)c2[nH]c(=S)cc(C)c2c1 under HTT ATP protect: 16%

# A portion of the library; count on the stated rates, not on these rows.
